Screens deposited in PubChem BioAssay by Emory University Molecular Libraries Screening Center.
14-3-3g Raf = modulators of human 14-3-3 gamma - Raf peptide interaction; P61981; FP, 14-3-3gamma / TMR-pS259-Raf peptide binding; inhibition, % at 40 µM; actives 0.19% (n = 160,000); AID 422; in the data active = inhibition above about 30%;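 also: 0% = protein plus tracer without compound and 100% = blank with tracer alone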
Target sequence (P61981 whole entry, looked up): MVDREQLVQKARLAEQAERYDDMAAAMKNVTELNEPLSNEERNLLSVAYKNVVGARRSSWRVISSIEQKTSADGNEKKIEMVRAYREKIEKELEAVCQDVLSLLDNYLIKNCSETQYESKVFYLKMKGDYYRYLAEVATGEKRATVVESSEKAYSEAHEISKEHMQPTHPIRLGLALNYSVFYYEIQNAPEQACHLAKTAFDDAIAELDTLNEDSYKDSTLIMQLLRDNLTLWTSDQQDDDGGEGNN
An asterisk follows results filed as active; & = joins results of further samples.

smiles | 14-3-3g Raf
O=C1CCC(=O)N1c1ccc(CSc2nnnn2C2CCCCC2)cc1 | 0.6
COCCNC(=O)Cn1cnc2ccc(S(=O)(=O)N3CCC(C)CC3)cc2c1=O | 0.2
CC1(C)CC(=O)C2=C(C1)N=C1c3ccccc3C(=O)C1C2c1ccc(Br)cc1 (centres undefined) | -69.4
CCOC(=O)c1ccc(-c2ccc(C3Nc4ccccc4C(=O)N3c3ccccc3)o2)cc1 (centres undefined) | -4.5
CCS(=O)(=O)N1CCC(C(=O)N2CC(C)CC(C)C2)CC1 (centres undefined) | -3.2
CC1CCC2Oc3c(cc(NS(=O)(=O)c4cccc([N+](=O)[O-])c4)c4ccccc34)C2C1 (centres undefined) | -14.5
Cc1ccc(C)n1-n1c(C)nc2scc(-c3cccs3)c2c1=O | 4.2
O=C(NCc1ccco1)C1OCCc2ccccc21 (centres undefined) | -5.0
CC(=O)c1ccc(C(=O)Nc2nc(-c3cccc4ccccc34)cs2)cc1 | -14.7
CCOC(=O)CCN(Cc1cccs1)S(=O)(=O)c1ccc(Cl)cc1 | -6.1&9.2
COc1ccc2[nH]cc(C(=O)CN3CCCCC3)c2c1 | -14.0
CCCN1CCN(C(=O)c2cn(-c3ccc(C)c(C)c3)c(=O)c3ccccc23)CC1 | -1.3
CCOc1ccc(N2C(=O)Nc3ccc(Br)cc3C2(O)C(=O)NC2CCCCCCC2)cc1 (centres undefined) | -10.4
CCOC(=O)c1c(NC(=O)CCc2ccccc2)sc2c1CCCCC2 | 3.2
COc1ccc(Cl)cc1S(=O)(=O)N1CCN(CC(=O)Nc2ccc3c(c2)OCO3)CC1 | -3.2
Cc1ccc2cc3cc(C(=O)N4CC(C)CC(C)C4)oc3nc2c1 (centres undefined) | -3.8
C=CCNC(=O)C(Cc1ccccc1)C(=O)OCC (centres undefined) | -1.3
CCCn1cnc2c(c1=O)c1nc3ccccc3nc1n2CCC1=CCCCC1 | -7.6
CC(=O)c1ccc(NC(=O)Nc2ncn(Cc3cccc(C)c3)n2)cc1 | -6.7
N=c1c[n+](-c2ccc(Cl)cc2)[n-]o1 | 4.4
O=C(NC(Cc1c[nH]c2ccccc12)C(=O)O)c1ccccc1 (centres undefined) | 9.2&6.9
O=C(Nc1ccc(S(=O)(=O)N2CCCCC2c2cccnc2)cc1)C1CCCCC1 (centres undefined) | -10.9
Cc1ccc(SCc2cc(=O)[nH]c(N3CCCCC3)n2)cc1 | 4.1
COc1ccc(C(CC(=O)NC2CCCC2)NS(=O)(=O)c2ccc(C)cc2)cc1 (centres undefined) | -4.2
O=[N+]([O-])c1cc(CN2CCOCC2)c(O)c2ncccc12 | -10.2
O=C(NCCSc1ccccc1)c1cncc(Br)c1 | -1.6
FC(F)(F)c1cc(-c2ccccc2)nc(N2CCCCC2)n1 | -1.7
CCCC(=O)Nc1nn(C)c2nc3c(C)cccc3cc12 | -9.8
CCOc1ccc(C(C)(C)C)cc1S(=O)(=O)N1CCOCC1 | -5.6
CCOC(=O)c1cnc2ccccc2c1NCC(C)O (centres undefined) | -6.5
CCN(CC)c1ccc(C2C(C(=O)OCc3ccccc3)=C(C)NC3=C2C(=O)CC(C)(C)C3)cc1 (centres undefined) | 2.4
CCCOc1ccc(-c2nc(OCC)c3ccccc3n2)cc1 | 5.3
O=C1COc2ccc(C(=O)COC(=O)CCc3ccc(S(=O)(=O)N4CCOCC4)cc3)cc2N1 | -7.8
CCOC(=O)Cc1ccc(NCc2ccccc2)cc1 | -19.1
Cc1cc2cc(CCNC(=O)c3ccc(C(C)(C)C)cc3)c(=O)[nH]c2cc1C | -4.0
Cc1cccc(-n2nc3c(c2NC(=O)c2cc4ccccc4oc2=O)CSC3)c1C | -31.2
CCOc1ccc(/C(O)=C2\C(=O)C(=O)N(Cc3cccnc3)C2c2ccc(F)cc2)cc1C (centres undefined) | 1.1
Cc1nc(NCc2ccc3c(c2)OCO3)c2nnn(Cc3ccccc3)c2n1 | -6.0
O=C(O)c1ccccc1C(=O)c1ccccc1 | -5.0
CC(C)(C)CC(=O)Nc1c(-c2cccs2)nc2ccccn12 | 6.9
COc1cc2sc(C)nc2c2sccc12 | -7.9
O=C(Nc1ccc2nc(-c3ccco3)[nH]c2c1)c1cccs1 | -32.1
Cn1cc(C(=O)NC2CCCCCC2)c2c3ccccc3n(C)c2c1=O | -8.3
COc1cccc(NS(=O)(=O)c2ccc3c(c2)CCN3C(=O)C2CCC2)c1 | -5.6
O=C(Nc1ncccn1)C1CCCN1S(=O)(=O)c1ccc(Cl)c(Cl)c1 (centres undefined) | -7.2
CCn1c(CNC(=O)c2ccco2)nnc1SCC(=O)Nc1cc(C(F)(F)F)ccc1Cl | -5.4
Cn1cc(C(=O)N2CCc3ccccc32)c(=O)c2cc(S(=O)(=O)N3CCCC3)ccc21 | -1.9
Nc1c(C(=O)c2cccs2)sc2nc3c(c(-c4ccco4)c12)CCCCC3 | -21.6
COc1ccc(N2C(=O)NC3CC2(C)Oc2ccc(Br)cc23)cc1OC (centres undefined) | -3.6
c1ccc(Oc2nc(NCc3ccco3)nc(NCc3ccco3)n2)cc1 | -11.9
COc1c(C)cc(Br)cc1C(=O)Nc1cccc(-c2nc3ncccc3o2)c1 | -3.5
CC(C(=O)OCC(=O)c1cccc([N+](=O)[O-])c1)N1C(=O)C2C3C=CC(C3)C2C1=O (centres undefined) | -2.0
Cc1cc(C)nc(N2CCC(C(=O)NCc3ccco3)CC2)n1 | -4.3
CCOC(=O)C1=C(C)NC(C)=C(C(=O)OC)C1c1ccc(Cl)cc1 (centres undefined) | -3.0
C=CCn1c(SCc2ccc(Cl)cc2)nc2cc(C(=O)NCC3CCCO3)ccc2c1=O (centres undefined) | -7.8
CCCc1ccc(Oc2c(C(F)(F)F)oc3cc(O)ccc3c2=O)cc1 | -12.7
CN(Cc1ccco1)C(=O)c1ccc(CNS(=O)(=O)c2ccc(F)cc2)cc1 | -0.3
Cc1cc(NC(=O)c2cc(C(C)C)on2)no1 | -6.4&2.5
CCC(C)N1C(=O)C2C(C(=O)Nc3ccc(OC)cc3)C3C=CC2(O3)C1C(=O)NC1CCCC(C)C1C (centres undefined) | -6.3
O=C(c1ccc2sc(=S)[nH]c2c1)N1CCCC1 | -1.3

Compounds from the list above that have a CF3 group:
smiles | 14-3-3g Raf
FC(F)(F)c1cc(-c2ccccc2)nc(N2CCCCC2)n1 | -1.7
CCn1c(CNC(=O)c2ccco2)nnc1SCC(=O)Nc1cc(C(F)(F)F)ccc1Cl | -5.4
CCCc1ccc(Oc2c(C(F)(F)F)oc3cc(O)ccc3c2=O)cc1 | -12.7

Part of the list above, with the structure last:
14-3-3g Raf,smiles
-3.5,COc1c(C)cc(Br)cc1C(=O)Nc1cccc(-c2nc3ncccc3o2)c1
-2.0,CC(C(=O)OCC(=O)c1cccc([N+](=O)[O-])c1)N1C(=O)C2C3C=CC(C3)C2C1=O (centres undefined)

(continued)
smiles | 14-3-3g Raf
CCOC(=O)CNC(=O)Cn1cnc2c1c(=O)n(C)c(=O)n2C | 12.4
CC1(C)CC(=O)C2=C(C1)OC1=C(C(=O)CC(C)(C)C1)C2c1ccc(N2CCOCC2)cc1 | -16.4
O=C(Nc1ccc(S(=O)(=O)Nc2ncccn2)cc1)C(Cc1ccccc1)N1C(=O)C2CCCCC2C1=O (centres undefined) | -4.1
COCCNC(=O)Cn1ncc2c(=O)oc3ccccc3c21 | -39.6
O=C(Cc1ccc2c(c1)OCCO2)c1c(O)cc(O)cc1O | -2.7
CC1CCCCN1C(=O)Cn1c(=O)n(C2CCCCC2)c(=O)c2ccccc21 (centres undefined) | -0.7&-7.0
N#Cc1c(NC(=O)c2cc(-c3ccc(F)cc3)on2)sc2c1CCC2 | -22.1
Cn1c(SCc2ccc([N+](=O)[O-])cc2)nc2c([nH]c3ccccc32)c1=O | -8.4
CC1(C)CC(=O)C(C=NCCN2CCN(CCCCS(=O)(=O)O)CC2)=C(O)C1 | -3.8
O=C(CCS(=O)(=O)Cc1cccc(Cl)c1)NCc1ccc2c(c1)OCO2 | 0.3
CCCc1cc(C(N)=O)c(NC(=O)c2ccco2)s1 | -35.0
CC(NC(=O)c1cccnc1)c1ccc2c(c1)OCO2 (centres undefined) | 3.8
CCOC(=O)N1CCC(NC(=O)CN2C(=O)CSc3ncccc32)CC1 | -3.9
CCOC(=O)c1cnc2ccc(OCC)cc2c1Cl | -10.3
COc1ccc(S(=O)(=O)Cc2ccc(C(=O)NC3CC3)o2)cc1 | 4.8
CCCCNC(=O)CSc1nc(NC2CCCCC2)c2ccccc2n1 | -9.5
O=C(COc1ccccc1)NCCCN1CCOCC1 | -2.2
O=C(COc1ccccc1)NCc1ccc2c(c1)OCO2 | -5.2
CC(C)(C)c1cc(C(=O)NCc2ccco2)ccn1 | 8.6
CS(=O)(=O)N(CCC(=O)O)Cc1ccccc1 | -0.2

Following part
molecule	14-3-3g Raf
C=CCn1c(-c2cc(OC)cc(OC)c2)n[nH]c1=S	-0.9
CC(CC(C)C(=O)N1CCOCCN(C(=O)C(C)CC(C)C(=O)O)CCOCC1)C(=O)O (centres undefined)	-2.8
Cc1cc(C(F)(F)F)c2c(C)nn(CCc3nn[nH]n3)c2n1	-1.6
O=C(CCn1nnc2ccccc21)Nc1nnc(-c2ccccc2F)s1	-4.7
Cc1sc(-n2cccc2)c(C(=O)O)c1C	-12.3
O=C1CC(N2CCC(O)(c3ccc(Cl)cc3)CC2)C(=O)N1Cc1ccc(N2CCCC2=O)cc1 (centres undefined)	-1.7
COCCCn1c2nc3ccccc3nc2c2c(=O)n(CC3CCCO3)cnc21 (centres undefined)	-1.1
CCOc1ccc(S(=O)(=O)n2cnc3cc(C)c(C)cc32)cc1	-1.1&2.9
Cc1ccc2c(c1)NC(=O)C(CC(=O)NCCCN1CCCC1)O2 (centres undefined)	-5.8
Cc1cc(C)c2c(-n3cccc3)c(C(=O)O)sc2n1	-1.9&-6.0
COc1ccccc1C1C2=C(CCCC2=O)Nc2nc(SCc3ccccc3)nn21 (centres undefined)	2.6
COc1cccc(OC)c1C(=O)N=c1sc2cc(F)ccc2n1C	-1.3
Cc1oc2nc(SCC(=O)N3CCCCC3)nc(N)c2c1C	-1.3
CC(=O)Cc1nsc(NC(=O)c2ccc(-c3cccc(C(F)(F)F)c3)o2)n1	-13.2
Cc1c(C)n(CC(O)CNC(C)(C)C)c2ccccc12 (centres undefined)	-12.4
O=c1nc(C=Cc2ccccc2Cl)cc(C(F)(F)F)[nH]1	-4.3
CCSc1nnc2c(n1)OC(c1cc(I)c(OC)c(OC)c1)N(C(C)=O)c1ccccc1-2 (centres undefined)	-6.1
COc1ccc(CCCC(=O)O)c(C)c1	1.4&-1.0
COc1ccc(C(=O)N(Cc2nc(-c3ccc(C)cc3)no2)C(C)C)cc1OC	-4.7
Cc1cc(=O)oc2c3c(ccc12)OCN(c1ccc(Cl)cc1)C3	-0.5
CCOC(=O)c1cnc2ccc(OCC)cc2c1Nc1cccc(C(=O)OC)c1	-13.6
CCCCOc1ccc(-c2nnc3n2N=C(c2ccc(F)cc2)CS3)cc1	5.2
CCOc1cc2[nH]c(=S)n(Cc3ccc(C(=O)O)cc3)c(=O)c2cc1OCC	-1.0
Cc1ccccc1NC(=O)CC(C(=O)O)N(C)C (centres undefined)	-5.5
CCCCCOC(=O)C1=C(C)N(C)C(=O)NC1c1ccccc1I (centres undefined)	-0.8
COCCN1C(=O)c2ccccc2C(C(=O)Nc2ccc(C)cc2Br)C1c1c[nH]c2ccccc12 (centres undefined)	-3.7
CCOc1ccc(OCC)c(NC(=O)C2(S(=O)(=O)c3ccc(Cl)cc3)CC2)c1	1.6
CC1(C)CC(=O)C2=C(C1)Nc1nc(SCc3ccc(Cl)cc3)[nH]c(=O)c1C2c1ccccc1 (centres undefined)	-1.6
O=C(NCCCN1CCCC1)C1CCCN(c2nc3ccccc3o2)C1 (centres undefined)	-13.0
Cc1ccc(Cc2c(C)nc3nc(SCC(=O)NC4CCCC(C)C4C)nn3c2C)cc1 (centres undefined)	-9.2
CSc1nc2ccc(NC(=O)c3cccc(N4C(=O)CCC4=O)c3)cc2s1	-10.7
Cc1nc(C(N)=O)c(N)n1CCO	-6.0
COc1ccc(S(=O)(=O)Nc2ccc(Oc3ccccc3)cc2)cc1OC	-63.5
CCOc1ccc(NC(=O)c2cc3nc(-c4ccc(Cl)cc4)cc(C(F)(F)F)n3n2)cc1	0.4
C=CCNC(=O)CSc1n[nH]c(C)c1[N+](=O)[O-]	3.8
COc1ccccc1C(=O)Nc1nc(-c2ccc([N+](=O)[O-])cc2)cs1	4.5
Cc1ccccc1Cc1c(C)nc2nc(SCC(=O)NC3CCCCC3C)nn2c1C (centres undefined)	-3.9
Nc1nnc(SCC(=O)NC2CCCCC2)n1-c1ccccc1	-4.7
Cc1ccc(-c2nc(COC(=O)c3c(C)noc3C)cs2)cc1	-3.7
CC1CCCN(C(=O)c2cc(F)c(F)cc2Cl)C1 (centres undefined)	-2.5
COc1ccc(CCN2CC3=C(C2=O)C(c2ccccc2)NC(=O)N3C)cc1OC (centres undefined)	0.2
O=C(Nc1nc2c(s1)CCc1ccccc1-2)c1ccc(Oc2ccccc2)cc1	-6.2
CCOC(=O)Oc1ccc2oc(=O)cc(C)c2c1	1.1&-4.9
CCOc1cc2c(cc1OCC)C(c1ccc(OC)c3ccccc13)NCC2 (centres undefined)	1.7
C(/CCc1ccccc1)=N\n1cnnc1	-1.1

5 structures already listed, sorted by molar mass, largest number first:
molecule	14-3-3g Raf
Cc1ccc(Cc2c(C)nc3nc(SCC(=O)NC4CCCC(C)C4C)nn3c2C)cc1 (centres undefined)	-9.2
COc1ccc(CCN2CC3=C(C2=O)C(c2ccccc2)NC(=O)N3C)cc1OC (centres undefined)	0.2
Cc1ccc(-c2nc(COC(=O)c3c(C)noc3C)cs2)cc1	-3.7
C=CCNC(=O)CSc1n[nH]c(C)c1[N+](=O)[O-]	3.8
CCOC(=O)Oc1ccc2oc(=O)cc(C)c2c1	1.1&-4.9

Arranged by value in 14-3-3g Raf (smallest number first): some entries from above
molecule	14-3-3g Raf
COc1ccc(S(=O)(=O)Nc2ccc(Oc3ccccc3)cc2)cc1OC	-63.5
COCCN1C(=O)c2ccccc2C(C(=O)Nc2ccc(C)cc2Br)C1c1c[nH]c2ccccc12 (centres undefined)	-3.7
CCOc1cc2c(cc1OCC)C(c1ccc(OC)c3ccccc13)NCC2 (centres undefined)	1.7

Not all compounds are listed; rates above refer to the full screens.
